High-throughput results: PubChem BioAssay, National Center for Advancing Translational Sciences (NCATS)
Sm TGR inh = blocks Schistosoma mansoni thioredoxin glutathione reductase. Q962Y6. purified TGR, DTNB reduction, TNB absorbance 405 nm. Potency, µM (series often up to 114 µM), for the others: at the top dose activity change, negative = inhibition, hits mostly inhibitors. 360,000 tested, 3% active; active means well fitted inhibition curve with a large enough effect; inconclusive means small, poorly fitted or top-dose-only effect; inactive means no such curve, though single readings can be large or run the other way; further: nearly all actives have a fitted effect of over 60% in size
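Kinetic colorimetric format: TGR-catalysed, NADPH-driven DTNB reduction monitored via TNB absorbance. Enzyme dispensed at 20 nM; compound exposure 15 min at room temperature before reaction start.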
Active calls of the source: *; u = inconclusive. On the % scale 0 is the no-effect control and ±100 the full control effect; potency means the concentration at half of the fitted maximal effect. Not all compounds are listed, so the mix of outcomes need not match the whole.

SMILES	Sm TGR inh
COc1ccccc1NC(=O)c1cnc(SCC(=O)N2CCOCC2)n(C)c1=O	-1.0%
Cc1cccc(CC(=O)N2CC(=O)Nc3ccc(F)cc3C2c2ccccc2)c1 (stereo unspecified)	-2.5%
O=C1OC(C(=O)Nc2cccc(Br)c2)Cc2ccccc21 (stereo unspecified)	0.9%
COc1cc(NC(=O)c2c(C)nn(-c3ccc(F)cc3)c2-n2cccc2)cc(OC)c1	4.0%
Cc1nc2ccccc2c(=O)n1-c1ccc(NC(=O)c2ccccc2[N+](=O)[O-])cc1	2.1%
Cc1ccc(-n2c(/C=C/c3ccc(Br)s3)nc3ccccc3c2=O)cc1	4.4%
COc1ccc(N2CCN(C(=O)CSc3nc4ccccc4nc3Cc3ccc(Cl)cc3)CC2)cc1	0.4%
Cc1ccc2occ(CC(=O)Nc3ccc(S(N)(=O)=O)cc3)c2c1	-11.5%
CCOC(=O)c1nc(N2CCN(c3ccc(F)cc3)CC2)c2c(C)noc2n1	-9.7%
CCOc1ccc(CCNC(=O)Cn2nc(-c3ccc(C)cc3)ccc2=O)cc1OCC	-2.2%
Cc1ccc(NC(=O)CCn2cnc3onc(-c4ccc(F)cc4)c3c2=O)c(Br)c1	5.0%
COc1cc2ncc3c(-c4ccc(C)cc4)nn(-c4ccc(F)cc4F)c3c2cc1OC	4.5%
COc1ccc(CNC(=O)c2nn(C)c3c2CSc2ccccc2-3)cc1	-1.2%
COc1ccccc1CNC(=O)c1ccc(C)c(-n2cnc3cccnc32)c1	3.0%
CCc1nc(SCC(=O)Nc2ccc(NC(C)=O)cc2)n[nH]1	-0.8%
CC(C)CCNC(=O)c1ccc2c(c1)N(Cc1ccccc1F)C(=O)c1ccccc1S2(=O)=O	3.6%
COc1cccc(NC(=O)Cn2cc(C(=O)c3ccc(F)cc3)c(=O)c3cc(OC)ccc32)c1	4.8%
COCCN1C(=O)c2oc3cc(C)cc(C)c3c(=O)c2C1c1cccc(O)c1 (stereo unspecified)	-0.5%
N#Cc1cc2c(=O)n3ccccc3nc2n(-c2nnc(SCc3ccccc3F)s2)c1=O	8.4%
CCn1c2c(c(=O)n3ncc(C(=O)Nc4cccc(Cl)c4C)c13)CN(Cc1ccc(OC)cc1)CC2	-16.3%
CCCC(=O)C1=C(c2ccc(C)c(C)c2)N(C(=O)CCC)n2c(CC)nnc2S1	8.7%
COc1ccc(OC)c(NC2=C(c3ccccc3)C(=O)c3ccccc32)c1	35.5µM*
Cc1ccc(Cc2cn3cc(-c4ccc(F)cc4)nc3s2)cc1	-2.7%
CCOC(=O)c1c(NC(=O)CSc2cn(CCNC(=O)c3ccccc3OC)c3ccccc23)sc2c1CCC2	5.5%
CCC(C)NC(=O)c1[nH]c2cc(C)ccc2c1Sc1ccc(Cl)cc1 (stereo unspecified)	-8.5%
Cc1cccc(C(=O)Nc2nnc(S(=O)(=O)N(C)Cc3ccccc3)s2)c1	-1.8%
CCC(Oc1ccccc1)C(=O)N1CCN(Cc2cc(=O)n3nc(-c4cccc(C)c4)sc3n2)CC1 (stereo unspecified)	-5.8%
Cc1ccc(NC(=O)CN2C(=O)C(C)(C)c3cc(S(=O)(=O)N4CCCCC4)ccc32)c(Br)c1	0.0%
CC(C)c1ccc(S(=O)(=O)c2nnn3c2nc(N2CCOCC2)c2sccc23)cc1	25.9%
Cc1ccc(Cl)cc1N1CCN(C(=O)c2ccc(NC(=O)c3nsc4ccccc34)cc2)CC1	0.4%
COc1ccccc1N=C1SC(C(=O)Nc2ccccc2OC)CC(=O)N1C (stereo unspecified)	-3.9%
Cc1cc(C)cc(NC(=O)Nc2ccccc2OCc2cc(=O)n3ccccc3n2)c1	4.9%
CCc1cccc(NC(=O)CCS(=O)(=O)c2cc(Br)cc3c2N(C(C)=O)CC3)c1	4.3%
Cc1cccc(NC(=O)Cc2csc(COc3cccc(C)c3)n2)c1	-7.4%
O=C(CSc1ncc2c(n1)-c1ccc(Cl)cc1N(Cc1ccccc1)S2(=O)=O)Nc1ccccc1C(F)(F)F	10.0%
O=C(CC1N=C2c3ccccc3N=C(SCc3ccc(F)cc3)N2C1=O)NCCc1ccccc1 (stereo unspecified)	-1.1%
CC(=O)Nc1ccc(S(=O)(=O)Nc2ccc(-c3cn4c(C)csc4n3)cc2)cc1	-1.1%
Cc1cccc(C)c1Nc1nc2ccccc2nc1NS(=O)(=O)c1ccccc1	-10.3%
Cc1nc(-c2ccc(F)cc2)sc1CCNC(=O)C(=O)Nc1ccc2c(c1)OCCO2	-1.0%
COc1ccccc1NC(=O)c1c(NC(=O)Cc2ccccc2)sc2c1CCC(C(C)(C)C)C2 (stereo unspecified)	6.4%

Another view of some results above.
SMILES | Sm TGR inh
Cc1cccc(C(=O)Nc2nnc(S(=O)(=O)N(C)Cc3ccccc3)s2)c1 | -1.8%
CCC(Oc1ccccc1)C(=O)N1CCN(Cc2cc(=O)n3nc(-c4cccc(C)c4)sc3n2)CC1 (stereo unspecified) | -5.8%
Cc1ccc(NC(=O)CN2C(=O)C(C)(C)c3cc(S(=O)(=O)N4CCCCC4)ccc32)c(Br)c1 | 0.0%
CC(C)c1ccc(S(=O)(=O)c2nnn3c2nc(N2CCOCC2)c2sccc23)cc1 | 25.9%
Cc1ccc(Cl)cc1N1CCN(C(=O)c2ccc(NC(=O)c3nsc4ccccc34)cc2)CC1 | 0.4%
COc1ccccc1N=C1SC(C(=O)Nc2ccccc2OC)CC(=O)N1C (stereo unspecified) | -3.9%
Cc1cc(C)cc(NC(=O)Nc2ccccc2OCc2cc(=O)n3ccccc3n2)c1 | 4.9%

Continued:
SMILES	Sm TGR inh
COc1cccc(NC(=O)Cn2c(=O)n(CC(=O)NCc3ccc(C)cc3)c(=O)c3sccc32)c1	-10.2%
CCOC(=O)C1CCN(C(c2ccccc2OC)c2c(O)cc(C)n(CCOC)c2=O)CC1 (stereo unspecified)	7.08µM*
COc1ccc(C2c3cc(OC)c(OC)cc3CC(=O)N2c2ccc(C)cc2)cc1 (stereo unspecified)	12.4%
Cc1ccccc1NC(=O)Cn1c(=O)n(CC2CCC(C(=O)NCCc3ccccc3)CC2)c(=O)c2ccccc21 (stereo unspecified)	15.8%
CCCCN1CCc2nc(N3CCN(C)CC3)ncc2C1	4.5%
CCOCCCNC(=O)c1c[nH]c2ccc(S(=O)(=O)N(C)c3ccc(Cl)cc3F)cc2c1=O	-3.0%
Cc1ccccc1CNC(=O)c1ccc(CN2CC(=O)N3CCCCC3C2=O)cc1 (stereo unspecified)	-5.0%
CCOCCCn1c(=N)c(C(=O)NCc2cccnc2)cc2c(=O)n3cc(C)ccc3nc21	6.1%
CCc1ccc(OCC(=O)Nc2cc(-c3nc4cc(C)ccc4o3)ccc2C)cc1	0.8%
Cc1ccccc1Nc1nn2c(=O)c3ccc(C(=O)N4CCCC(C)C4)cc3nc2s1 (stereo unspecified)	9.5%
COc1ccc(C(=O)N2CCc3cc(OC)c(OC)cc3C2COc2ccccc2OC)cc1 (stereo unspecified)	20.2%
CSc1ncc2c(n1)-c1ccccc1N(Cc1ccccc1)S2(=O)=O	0.7%
CCc1ccc(N(CC)C(=O)Cn2cnc3sc(C)c(S(=O)(=O)N4CCN(c5ncccn5)CC4)c3c2=O)cc1	10.9%
O=C(CC(c1cccs1)N1Cc2ccccc2C1=O)Nc1ccc(F)cc1F (stereo unspecified)	-8.1%
COC(=O)c1ccc(NC(=O)C2CCN(c3ncnc4c3nc3n4CCCCC3)CC2)cc1	-0.3%
CCc1cccc(NC(=O)CCc2c(C)nc3c(-c4ccccc4)c(C)nn3c2C)c1	-1.9%
Nc1nc(N)c(S(=O)(=O)c2ccccc2)c(Nc2ccccc2)n1	8.5%
Cc1cccc(-n2c(SCC(=O)c3ccccc3)nnc2-c2ccc(Br)cc2)c1	6.6%
COC(=O)c1c(NC(=O)c2cc(=O)c3c(C)cc(C)cc3o2)sc2c1CCCC2	9.0%
Cc1c(CCNC(=O)Cc2ccc(F)cc2)sc2nc(-c3ccc(F)cc3)nn12	2.4%
Cc1cccc(CCNC(=O)c2nc(-c3ccc(Cl)cc3)n3c2CCCCC3)c1	9.2%
Cc1ccc(NC(=O)CSc2ncnc3c2sc2ccccc23)cc1C	15.7%
Cc1cc(F)ccc1NC(=O)C1CCCN(C(=O)c2cnn(-c3ccccc3)c2-n2cccc2)C1 (stereo unspecified)	-1.0%
Cc1ccc2cccc(NC(=O)c3ccc(-c4cc(Cl)ccc4Cl)o3)c2n1	2.1%
Brc1cccc(-c2nnn3c2nc(NCc2ccc4c(c2)OCO4)c2ccccc23)c1	-6.2%
Fc1ccc(-c2cc(-c3nc(-c4ccccc4)no3)[nH]n2)cc1	1.8%
COc1ccc(OC)c(/C=C(/C#N)c2nc(-c3ccc(-c4ccccc4)cc3)cs2)c1	2.1%
Cc1nc(-c2ccc(S(=O)(=O)N3CCN(c4cc(Cl)ccc4C)CC3)cc2)co1	-8.8%
CCOc1ccccc1CNc1ncnc2c1nc1n2CCCC1	0.2%
CCCCOc1ccc(-c2cc3c(=O)n(CC(=O)Nc4ccc(Cl)cc4Cl)ccn3n2)cc1	-3.2%
COc1ccccc1OCCn1c(-c2ccc(Cl)cc2)nc2ccccc2c1=O	0.7%
Cc1ccc(CNC(=O)CN2C(=O)CCn3nc(-c4ccccc4)cc32)cc1	-2.4%
O=C(NCc1ccc(Cl)cc1)c1ccc(CNS(=O)(=O)c2ccc(F)cc2)cc1	12.0%
CCOc1ccc(NC(=O)CN2C(=O)CC(C)Sc3ccccc32)cc1 (stereo unspecified)	0.8%
COc1ccc(-c2cc(C(=O)NCCc3ccc(Cl)cc3)[nH]n2)cc1	u
CCc1ccc(-n2nc3ccc(NC(=O)COc4ccc(OC)cc4)cc3n2)cc1	7.1%
CCOC(=O)N1CCc2c(sc(NCc3ccc(N(CC)CC)cc3)c2C(=O)Nc2cc(OC)ccc2OC)C1	-18.7%
CCOc1ccccc1CNC(=O)CCc1c(C)nn(-c2ccc(N3CCCC3)nn2)c1C	-0.8%
COc1cc(C(CC(=O)Nc2cccc(C(C)=O)c2)N2Cc3ccccc3C2=O)cc(OC)c1OC (stereo unspecified)	-5.0%
COc1ccc(-n2nc(C(=O)N3CCCCC3)c3c4ccccc4n(C)c3c2=O)cc1Cl	3.7%
CCCSc1nc(-c2ccc(OC)cc2)cc(-c2ccccc2OC)c1C#N	3.9%
Cc1[nH]c2ccccc2c1C1N2CC3(C)CN1CC(C)(C2)C3=O (stereo unspecified)	9.6%
Cc1cc(Nc2cc(F)ccc2C)nc(-n2nc(C)cc2C)n1	-1.2%
COc1ccc(OCc2nc3ccccc3n2C(C)c2ccccc2)cc1 (stereo unspecified)	0.4%
Cc1sc2ncn(CC(=O)Nc3ccc(C(C)C)cc3)c(=O)c2c1S(=O)(=O)N1CCN(c2ncccn2)CC1	-5.8%
COC(=O)c1ccc(NC(=O)CCCC(=O)OCC(=O)c2ccc(Cl)cc2)cc1	13.0%
C#CCOc1ccc(-c2nnc(Nc3cccc(C)c3)c3ccccc23)cc1	-0.5%
CCOC(=O)CSc1nnc2n(-c3ccccc3)c(=O)c3c4c(sc3n12)CC(C(C)(C)C)CC4 (stereo unspecified)	-1.0%
Cn1cc(S(=O)(=O)c2ccc(Cl)cc2)c(=O)c2cc(F)c(N3CCCCCC3)cc21	2.1%
CCOC(=O)C1CCN(c2c(C(=O)c3ccc(C)cc3)cnc3ccc(F)cc23)CC1	12.2%
(next part)
SMILES	Sm TGR inh
COc1cccc(CNC(=O)c2ccc3c(c2)nc2n3CCCCC2)c1OC	4.0%
CCCCNC(=O)C1CCCN(c2nnc(C)c3c(C)n(-c4ccc(Cl)cc4)nc23)C1 (stereo unspecified)	-3.4%
COc1ccccc1CNC(=O)c1c(O)nc2cc(C)ccn2c1=O	12.8%
CC(CNC(=O)C1CCN(S(=O)(=O)c2ccc3c(ccn3C)c2)CC1)c1ccccc1 (stereo unspecified)	-3.4%
CCOc1ccc(-c2cc(C(=O)N3CCN(c4cccc(C(F)(F)F)c4)CC3)c3ccccc3n2)cc1	6.9%
COc1cccc(NC(=O)c2ccc(-c3nc(COc4ccc(C)cc4)c(C)o3)cc2)c1	-2.3%
Cc1ccc(C)c(NC(=O)CCn2nc(C)c3c(C)n(-c4ccccc4)nc3c2=O)c1	-11.4%
CCOc1ccc(C(=O)Nc2ccc(C(=O)OCc3cc(=O)n4ccsc4n3)cc2)cc1	1.6%
O=C(OCc1ccco1)c1ccc2c(c1)N(Cc1cccc(F)c1)C(=O)c1ccccc1S2	-21.6%
COc1cccc(-c2n[nH]c3c2C(c2ccccn2)N(C)C3=O)c1 (stereo unspecified)	0.3%

Next part; the last two above are carried over.
SMILES	Sm TGR inh
O=C(OCc1ccco1)c1ccc2c(c1)N(Cc1cccc(F)c1)C(=O)c1ccccc1S2	-21.6%
COc1cccc(-c2n[nH]c3c2C(c2ccccn2)N(C)C3=O)c1 (stereo unspecified)	0.3%
CC(C)CCOc1ccc(C(=O)NCC2OCCc3ccccc32)cc1 (stereo unspecified)	-3.1%
COc1ccc(NC(=O)Cn2c(=O)n(-c3ccc(OC)cc3)c(=O)c3ccc(C(=O)NCc4ccc(C)cc4)cc32)cc1	-2.9%
COc1ccc(NC(=O)CCNS(=O)(=O)c2ccc3c(c2)CCCC(=O)N3)cc1	-1.9%
CCOc1ccc(NC(=O)c2ccc3c(c2)CCN3S(=O)(=O)c2ccc(Cl)cc2)cc1	-1.0%
CC(C)CC(=O)Nc1nnc2n1CCS2	9.8%
CCC(C)NC(=O)c1ccc2c(c1)N(Cc1ccccc1)C(=O)c1ccccc1S2(=O)=O (stereo unspecified)	0.7%
CCOC(=O)CSc1nc2ccc(NC(=O)c3ccc(C)cc3)cc2s1	3.7%
COc1ccc(C(=O)Nc2ccc3c(c2)CCCN3S(=O)(=O)c2ccc(C)cc2)c(OC)c1	2.5%
O=C(CCn1c(=O)c2cccn2c2ccc(F)cc21)NCCc1ccc(Cl)cc1	-11.1%
Cc1ccc(S(=O)(=O)N2CCCc3cc(NC(=O)c4ccc(F)c(F)c4)ccc32)cc1	10.7%
CC(=O)N1c2ccc(S(=O)(=O)N3CCN(c4cccc(Cl)c4)CC3)cc2CC1C (stereo unspecified)	-9.4%
